GLA spleen mod: inhibitors or activators of human alpha-galactosidase in spleen homogenate; human spleen homogenate, 4MU-alpha-Gal fluorescence, 40 min; Potency, µM (titrated, usually from 80 µM), for the others: at the highest dose activity change, negative = inhibition, actives largely listed as inhibitors; 0.008% of 240,000 active;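 further: potency means the concentration at half of the fitted maximal effect; 0% = enzyme with vehicle and -100% = no enzyme basal signal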
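Inhibition or activation of alpha-galactosidase in human spleen homogenate is scored by 4-MU fluorescence after 40 min at 37C, pH 5.0, with 1 mM substrate. AC50s come from concentration-response fitted to the Hill equation.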
TexasRed fluor: alters Texas Red total fluorescence, flagging assay interference. Potency, µM (series often up to 106 µM), inactives show at the top dose fluorescence change, negative = quenching. TRb/SRC2 Texas Red total fluorescence interference. 0.29% of 280,000 active; active means well fitted curve in either direction with a large enough effect; inconclusive means small, poorly fitted or top-dose-only effect; further: potency means the concentration at half of the fitted maximal effect; on the % scale 0 is the no-effect control and ±100 the full control effect
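Human TRb ligand-binding domain at 0.6 uM with 20 nM Texas Red SRC2 peptide in Tris buffer containing 1 uM T3 and 5% DMSO, incubated with compound 5 h at ambient temperature. Total fluorescence (555/632 nm) calculated as parallel + 2 × perpendicular.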
TRb SRC2 PPI: TRbeta-SRC2 interaction inhibition. Potency, µM (doses to about 106 µM), inactives show top-dose activity change, negative = inhibition, usual class: inhibitors. AID 1469. P10828. 0.065% of 280,000 active. TRbeta-SRC2 peptide binding, fluorescence polarization; receptor liganded with 1 µM T3;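 further: potency means the concentration at half of the fitted maximal effect; plate controls were bound peptide for no effect and peptide without receptor for full effect; nearly all actives have a fitted effect of over 50% in size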
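Quantitative HTS by FP: 0.6 uM TRb LBD, 20 nM labeled SRC2 20-mer, 1 uM T3, 5% DMSO; 5 hr ambient incubation; % activity per concentration and potencies from concentration series.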
Epigenetic reg: regulators of epigenetic silencing causing reporter derepression in mouse cells; murine LDR cells, GFP reporter derepression, 30 h; Potency, µM (top dose mostly 53.9 µM), inactives show top-dose GFP activation, usual class: activators; 0.2% of 280,000 active; AID 1865; further: potency means the concentration at half of the fitted maximal effect; % of control where 0% means no effect; nearly all actives have a fitted effect of over 60% in size
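Reporter derepression read as number of fluorescent GFP-positive objects, 20-120 um in size, counted by laser-scanning cytometer. Mouse LDR line with an epigenetically silenced CMV-GFP locus; compound incubation 30 h, 37 C.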
NPSR antag: blocks cAMP signaling of the human neuropeptide S receptor | AID 1461 | Q6W5P4 | Potency, µM (series often up to 38.3 µM), for the others: at the top dose activity change, negative = inhibition, most hits filed as inhibitors | 1% of 220,000 active | CHO-NPSR cells, cAMP TR-FRET, antagonist mode; further: potency means the concentration at half of the fitted maximal effect; on the % scale 0 is the no-effect control and ±100 the full control effect; nearly all actives have a fitted effect of over 50% in size; many of its hits are not listed in these tables
Tau fluor counter: counter-screen for tau fibril formation inhibitors; tau K18 P301L (four-repeat tau fragment) Alexa594 fluorescence, heparin fibrillization; Potency, µM (top dose mostly 57.7 µM), for the others: at the top dose activity change, negative = decrease; 0.93% of 280,000 active; further: potency means the concentration at half of the fitted maximal effect; on the % scale 0 is the no-effect control and ±100 the full control effect; nearly all actives have a fitted effect of over 55% in size
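Human K18 P301L tau (15 uM unlabeled plus 0.24 uM Alexa 594-labeled, final) in 100 mM sodium acetate pH 7 was mixed with compound and 20 uM heparin and incubated 6 hr at 37 C.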
CBFb RUNX1 block: CBF-beta/RUNX1 interaction disruption; AID 1477; 230,000 tested, under 10 active; AlphaScreen CBFb-His/RUNX1-biotin binding, biochemical; Q01196+Q13951; Potency, µM (doses to about 59.8 µM), for the others: top-dose activity, negative = inhibition, usual class: inhibitors; further: % of control where 0% means no effect
Target sequence (Q01196 whole entry, looked up): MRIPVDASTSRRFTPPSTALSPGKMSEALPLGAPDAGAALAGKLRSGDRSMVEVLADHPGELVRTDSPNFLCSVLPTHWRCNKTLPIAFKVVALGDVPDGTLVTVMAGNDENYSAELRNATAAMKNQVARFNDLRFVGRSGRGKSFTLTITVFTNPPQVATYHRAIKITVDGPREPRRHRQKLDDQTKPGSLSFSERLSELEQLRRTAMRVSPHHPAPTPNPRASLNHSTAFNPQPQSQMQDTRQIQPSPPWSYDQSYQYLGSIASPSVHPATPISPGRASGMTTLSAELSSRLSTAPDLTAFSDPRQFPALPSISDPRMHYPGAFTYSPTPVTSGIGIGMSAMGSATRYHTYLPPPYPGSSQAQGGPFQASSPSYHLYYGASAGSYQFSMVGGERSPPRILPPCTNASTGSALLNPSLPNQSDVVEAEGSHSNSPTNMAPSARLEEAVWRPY
Target sequence (Q13951 whole entry, looked up): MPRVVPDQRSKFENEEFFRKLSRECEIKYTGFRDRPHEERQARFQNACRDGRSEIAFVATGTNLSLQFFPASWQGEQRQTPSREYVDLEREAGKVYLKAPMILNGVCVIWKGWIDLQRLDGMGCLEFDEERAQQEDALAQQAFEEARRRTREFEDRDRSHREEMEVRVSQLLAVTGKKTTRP
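CBFb-His/RUNX1-biotin, 30 nM each, preincubated 20 min RT; compound 15 min RT; Ni + streptavidin beads 50 ng each, 90 min RT; AlphaScreen read.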
Tau FP inhib: inhibitors of human tau fibril formation; K18 P301L tau heparin fibrillization, Alexa594 FP, 6 h; Potency, µM (series often up to 57.7 µM), for the others: at the highest dose activity, negative = inhibition, hits mostly inhibitors; AID 1468; 0.39% of 280,000 active; P10636; further: potency means the concentration at half of the fitted maximal effect; on the % scale 0 is the no-effect control and ±100 the full control effect; nearly all actives have a fitted effect of over 55% in size
Target sequence (P10636 561-689 P618L limits assumed): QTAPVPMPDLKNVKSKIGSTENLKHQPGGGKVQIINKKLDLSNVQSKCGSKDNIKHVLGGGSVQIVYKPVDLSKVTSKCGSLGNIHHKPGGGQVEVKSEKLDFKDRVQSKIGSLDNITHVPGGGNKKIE
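Compound effects on tau fibrillization are measured by Alexa 594 fluorescence polarization (ex 555, em 632 nm). K18 P301L tau is used at 15 uM with 0.24 uM labeled tracer, and 20 uM heparin induces aggregation over 6 hr at 37 C.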
Numbers without * were called inactive; ? = inconclusive; · = not tested or not shown; & = joins results of further samples; [ ] = remark or other dose. Unless noted, the call rests on the fitted dose curve; in most records, active means well fitted curve in the direction sought with a large enough effect; inconclusive means small, poorly fitted or top-dose-only effect, or another doubt; inactive means no such curve, though single readings can be large; an effect the other way counts as inactive or inconclusive. A portion of the library; count on the stated rates, not on these rows.

SMILES	GLA spleen mod	TexasRed fluor	TRb SRC2 PPI	Epigenetic reg	NPSR antag	Tau fluor counter	CBFb RUNX1 block	Tau FP inhib
O=C(Nc1ccc2c(c1)N(C1CCCC1)C(=O)c1ccccc1S2)c1cccc(F)c1	·	0%	-5%	-1.3%	·	-20%	·	?
NC(=O)C(=O)N/N=C/c1c[nH]c2ccc(Br)cc12	3%	0%	-3%	-1.1%	9%	-14%	3%	11%
C/C(=N\NC(=O)c1cccnc1)c1c(O)cc(C)oc1=O	6%	-2%[53 µM]	7%[53 µM]	2.6%	1%	13%	-11%	-2%
Cc1cc(C)cc(NC(=O)COC(=O)c2cc(C)oc2C)c1	1%	0%	-6%	-0.1%	0%	-6%	3%	1%
CCOc1cc(-c2nc(-c3ccccc3)c(-c3cc([N+](=O)[O-])ccc3C)[nH]2)ccc1O	-9%	-1%	14%	0.0%	?	11µM*[quencher]	?	13%
COc1cccc(Nc2nnc(SCc3cc([N+](=O)[O-])cc4c3OCOC4)s2)c1	-4%	-8%	8%	-0.7%	-27%[46.1 µM]	?	-22%	-10%
O=C(NNC(=O)c1ccc2nonc2c1)Nc1ccc(Cl)cc1	-4%	-8%	2%	-1.0%	-15%	5%	4%	5%
CCc1c(C)sc2nc3c(C(=O)N4CCOCC4)cc(C(=O)c4ccccc4O)cn3c(=O)c12	-4%	-1%	3%	3.2%	-56%	-10%	-13%	-4%
CCOC(=O)/C=C1\NC(C)(C)Cc2cc(OC)c(O)cc21	-8%	-1%	-19%	9.3%	-13%[46.1 µM]	-7%	-2%	11%
CC(=O)Nc1ccc2[nH]c(C)cc(=O)c2c1	3%	-1%	5%	-1.0%	-8%[46.1 µM]	-13%	-3%	-1%
c1csc(-c2csc3nc(CN4CCOCC4)nc(NCc4ccc5c(c4)OCO5)c23)c1	-4%	-1%	5%	-1.1%	?	-2%	-23%	4%
O=C(CN1CCS(=O)(=O)CC1)NNC(=O)C1CCCCC1	9%	-1%	-8%	10%	4%	5%	25%	0%
Cc1nc([N+](=O)[O-])c(Br)n1CC(=O)c1ccc(F)cc1	0%	-1%	-6%	-0.1%	-18%	-27%	7%	-8%
COCCn1c(C)cc(C(=O)COC(=O)c2ccc3ncsc3c2)c1C	4%	-3%	-14%	1.0%	-17%[46.1 µM]	-6%	-11%	3%
CCc1c(CN2CCN(c3ccccc3F)CC2)csc1C	·	-1%	-4%	3.8%	·	-13%	·	1%

Nothing new here: 2 of the compounds above.
SMILES	GLA spleen mod	TexasRed fluor	TRb SRC2 PPI	Epigenetic reg	NPSR antag	Tau fluor counter	CBFb RUNX1 block	Tau FP inhib
NC(=O)C(=O)N/N=C/c1c[nH]c2ccc(Br)cc12	3%	0%	-3%	-1.1%	9%	-14%	3%	11%
C/C(=N\NC(=O)c1cccnc1)c1c(O)cc(C)oc1=O	6%	-2%[53 µM]	7%[53 µM]	2.6%	1%	13%	-11%	-2%

Of the compounds above, these have an NH in an aromatic ring.
SMILES	GLA spleen mod	TexasRed fluor	TRb SRC2 PPI	Epigenetic reg	NPSR antag	Tau fluor counter	CBFb RUNX1 block	Tau FP inhib
NC(=O)C(=O)N/N=C/c1c[nH]c2ccc(Br)cc12	3%	0%	-3%	-1.1%	9%	-14%	3%	11%
CCOc1cc(-c2nc(-c3ccccc3)c(-c3cc([N+](=O)[O-])ccc3C)[nH]2)ccc1O	-9%	-1%	14%	0.0%	?	11µM*[quencher]	?	13%
CC(=O)Nc1ccc2[nH]c(C)cc(=O)c2c1	3%	-1%	5%	-1.0%	-8%[46.1 µM]	-13%	-3%	-1%

More records follow:
SMILES	GLA spleen mod	TexasRed fluor	TRb SRC2 PPI	Epigenetic reg	NPSR antag	Tau fluor counter	CBFb RUNX1 block	Tau FP inhib
COc1ccc(C(=O)c2nc3c(n2O)CCCCC3)cc1	-7%	-5%	-7%	-1.9%	-14%[46.1 µM]	-10%	-3%	2%
CCO[C@@H]1OC(C(=O)Nc2ccccc2)=C[C@H](c2csc3ccccc23)[C@H]1CCCO	-10%	-3%	-2%	-1.5%	?	-20%	1%	-13%
Cc1ccccc1Nc1nnc(SCC(=O)NC(=O)NCc2ccco2)s1	3%	-1%	-2%	0.3%	3%[7.67 µM]	-20%	?	-11%
O=C(CSc1nc2ccccc2o1)Nc1nc(-c2ccccc2)cs1	4%	0%	-5%	-1.5%	13%	?	11%	?
Nc1c(C(=O)Nc2cccc(Cl)c2)sc2nc3c(cc12)CN(Cc1ccccc1)CC3	·	-9%	7%	5.3%	·	?	·	-3%
Cc1nc2ccc(NC(=O)N3CCC(c4ccccc4)C3)cc2nc1C (stereo not given)	6%	-2%	0%	0.0%	-9%[46.1 µM]	-8%	5%	4%
CS(=O)(=O)N1CCC(C(=O)Nc2ccc(C(F)(F)F)cc2)CC1	-4%	-1%	3%	0.8%	10%	-4%	6%	4%
Cc1cc(C)c(-c2csc(NC(=O)COC(=O)c3ccc4c(c3)OCO4)n2)c(C)c1	3%	-1%	-3%	6.8%	4%	-2%	-1%	4%
C/C(Cl)=C\Cn1c(N2CCCC2)nc2c1c(=O)[nH]c(=O)n2C	7%	1%	1%	-2.3%	-13%[46.1 µM]	4%	-3%	2%
Clc1ccc(Nc2nc(C3CC3)cs2)cc1	9%	0%	0%	0.7%	15%[46.1 µM]	16µM*[quencher]	4%	?
Cc1ccc(-c2c3c(=O)n(C)c(=O)n(C)c3c3c(C(F)(F)F)nc4ccccc4n23)cc1	·	3%	-3%	1.0%	·	-19%	·	-11%
CCOCCn1ccc2c(OCC(=O)NCc3ccc(F)cc3)cccc2c1=O	·	-1%	0%	3.1%	·	-3%	·	-6%
CCOC(=O)C1CCN(C(=O)c2ccc(Cl)c(NC3=NC4CS(=O)(=O)CC4S3)c2)CC1 (stereo not given)	-9%	0%	5%	0.6%	12%	-7%	10%[2.36 µM]	-4%
COc1ccc(CNC(=O)CSCc2cnn(-c3ccccc3)c2-n2cccc2)cc1	-4%	0%	-6%	2.9%	-24%[46.1 µM]	-23%	-8%	-5%
COc1ccc(Cc2noc(CN3CCNC(=O)CC3)n2)cc1OC	-2%	-1%	-3%	-1.7%	-3%	-1%	7%	?

Reprinted at random: two compounds from above
SMILES	GLA spleen mod	TexasRed fluor	TRb SRC2 PPI	Epigenetic reg	NPSR antag	Tau fluor counter	CBFb RUNX1 block	Tau FP inhib
Cc1cc(C)c(-c2csc(NC(=O)COC(=O)c3ccc4c(c3)OCO4)n2)c(C)c1	3%	-1%	-3%	6.8%	4%	-2%	-1%	4%
CCOCCn1ccc2c(OCC(=O)NCc3ccc(F)cc3)cccc2c1=O	·	-1%	0%	3.1%	·	-3%	·	-6%

Carrying on:
SMILES	GLA spleen mod	TexasRed fluor	TRb SRC2 PPI	Epigenetic reg	NPSR antag	Tau fluor counter	CBFb RUNX1 block	Tau FP inhib
COc1ccccc1N1CCN(C2CCN(S(=O)(=O)c3ccc(C)cc3)CC2)CC1	6%	-1%	-6%	-2.2%	4%	-8%	5%	5%
COC(=O)C1OC(=O)C2OC23[C@]2(C)C(O)CC4C(C)(C)C(OC(C)=O)CC(OC(C)=O)[C@@]4(C)C2CC[C@@]13C (stereo not given in full)	-7%&9%	-2%&-3%	-5%&2%	-1.3%&2.2%	·	-13%&-23%	18%&13%	-1%&-5%
CCOC(=O)c1[nH]c2ccccc2c1NC(=O)c1ccccc1OC	·	-3%	-4%	-3.1%	·	?	·	9%
S=C(NCCc1ccccc1)Nc1ccc(Cl)cc1Cl	-3%	0%	1%	-1.8%	-17%[46.1 µM]	?	10%	-17%
Cc1nonc1CC(=O)N1CCCC(C(=O)c2cccc(C(F)(F)F)c2)C1 (stereo not given)	-2%	-5%	-7%	4.5%	8%	-8%	14%	-9%
Cc1ccc(NC(=O)OCCN2CCN(Cc3ccccc3)CCC2=O)cc1	12%[119 µM]	2%&-1%	3%&-7%	-0.1%&12%	1%	-12%[81.3 µM]	2%[89.1 µM]	5%[81.3 µM]
CCN1C(=O)CSc2ccc(C(=O)NCCCN3CCOCC3)cc21	8%	-1%	-10%	-1.1%	-11%[46.1 µM]	-11%	4%	1%
COc1ccc(CNCC(O)(c2ccc(Cl)cc2)c2ccc(Cl)cc2)cc1OC	-1%	3%	3%	-0.4%	?	-24%	-3%	12%
CCCOc1ccccc1C1NC(=O)NC(C)=C1C(=O)OCCOC (stereo not given)	-3%	-2%	-2%	0.8%	3%[46.1 µM]	-7%	6%	-1%
CCOC(=O)c1c(C2CCN(C(=O)OCC)CC2)nc2ccccn12	-5%	0%	0%	0.7%	-5%[46.1 µM]	-3%	-5%	3%
COc1ccc(Cc2nnc(SCc3ccc([N+](=O)[O-])cc3)o2)cc1	3%	-2%	-4%	-0.4%	-21%	-9%	0%	16%
C#CCSc1nc(=O)c2cccnc2n1-c1ccc(C)cc1	4%	0%	-5%	1.1%	20%	-10%	6%	-5%
CN(C(=O)c1ccc(Cl)c(S(=O)(=O)N2CCOCC2)c1)c1ccccc1C(=O)O	5%	0%	4%	0.0%	-6%[46.1 µM]	5%	5%	8%
COc1cccc(C(=O)Nc2ccc(NC(C)=O)cn2)c1	-2%	-5%	-13%	-1.0%	-10%[46.1 µM]	-3%	-5%	-5%

Copied from the list.
Tau FP inhib, CCOC(=O)c1c(C2CCN(C(=O)OCC)CC2)nc2ccccn12 stands at 3%
CBFb RUNX1 block, Cc1ccc(NC(=O)OCCN2CCN(Cc3ccccc3)CCC2=O)cc1 stands at 2%[89.1 µM]
NPSR antag, S=C(NCCc1ccccc1)Nc1ccc(Cl)cc1Cl stands at -17%[46.1 µM]
